CHT allo act = allosteric activators of human choline transporter CHT; Q9GZV3; CHT-expressing cells, membrane potential dye, choline EC20; hits give high values; LV-AA mutant CHT in HEK293 cells; B-score at 10 µM; 310,000 compounds, 0.49% hits; AID 488977;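 active means initial fluorescence not abnormally high and integrated response B-score, plate-corrected, over 3 SD above library mean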
Target sequence (Q9GZV3 whole entry, looked up): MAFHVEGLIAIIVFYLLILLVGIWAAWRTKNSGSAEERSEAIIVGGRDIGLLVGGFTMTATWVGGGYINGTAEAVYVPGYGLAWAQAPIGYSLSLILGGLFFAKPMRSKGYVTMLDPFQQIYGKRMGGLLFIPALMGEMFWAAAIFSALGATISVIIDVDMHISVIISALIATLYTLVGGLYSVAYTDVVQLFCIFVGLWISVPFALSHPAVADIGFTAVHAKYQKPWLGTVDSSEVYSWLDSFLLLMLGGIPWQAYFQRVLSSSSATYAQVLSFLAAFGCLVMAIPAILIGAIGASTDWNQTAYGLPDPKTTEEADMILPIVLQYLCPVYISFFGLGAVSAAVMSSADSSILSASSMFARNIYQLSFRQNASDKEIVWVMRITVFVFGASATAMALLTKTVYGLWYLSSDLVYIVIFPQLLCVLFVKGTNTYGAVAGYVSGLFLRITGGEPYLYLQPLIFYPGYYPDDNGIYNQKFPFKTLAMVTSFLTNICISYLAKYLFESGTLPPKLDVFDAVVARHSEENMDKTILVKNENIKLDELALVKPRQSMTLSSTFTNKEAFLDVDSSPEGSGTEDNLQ
CHT inh = human CHT choline transport inhibition; Q9GZV3; CHT-expressing cells, membrane potential dye, choline response; hits give low values; B-score at 10 µM; 310,000 compounds, 0.86% hits;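 active means B-score over 3 SD under the library average, and starting fluorescence ratio not unusually high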;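 further: choline stimulus applied at its EC90 after an EC20 pre-addition; B-score computed on integrated fluorescence ratio after choline addition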
Active calls of the source: *; i = inactive. Outcome played no part in choosing rows. Share with any hit: about 1.4%.

SMILES	CHT allo act	CHT inh
CCOC(=O)c1c(NC(=O)Cn2nnc(-c3ccc(Cl)cc3)n2)sc(CC)c1C	i	i
O=C(Nc1ccc(-c2cn3c(n2)SCC3)cc1)c1ccc2c(c1)OCO2	i	i
N#CC1=C(N)N(c2ccc(Cl)c(Cl)c2)C(=O)C1	i	i
COc1ccc(CCNc2ccc(S(=O)(=O)N3CCCC3)cc2[N+](=O)[O-])cc1	i	i
COC(=O)c1ccc(C)c(NS(=O)(=O)c2ccc(OC)c(OC)c2)c1	i	i
COc1cc(C(C(=O)NC(C)(C)C)N(C(=O)CNC(=O)c2cccs2)c2cccnc2)cc(OC)c1OC (centres undefined)	i	i
CNC(CC(C)C)C(=O)NC1C(=O)NC(CC(N)=O)C(=O)NC2C(=O)NC3C(=O)NC(C(=O)NC(C(=O)O)c4cc(O)cc(O)c4-c4cc3ccc4O)C(O)c3ccc(c(Cl)c3)Oc3cc2cc(c3OC2OC(CO)C(O)C(O)C2OC2CC(C)(N)C(O)C(C)O2)Oc2ccc(cc2Cl)C1O (centres undefined)	i	i
C=CCN=C1SC(CC)C(=O)N1S(=O)(=O)c1ccc(C)cc1 (centres undefined)	i	i
COCCNC(=S)NNC(=O)c1ccc(-n2cnnn2)cc1	i	i
CCOC(=O)c1nnn(CC(=O)Nc2cccc(F)c2)c1C(=O)OCC	i	i
Oc1ccc2ccccc2c1N=Nc1ccccc1F	i	i
CC(O)C(=O)NCCOCCOCCNC(=O)C(C)O (centres undefined)	i	i
COc1ccccc1CNC(=O)c1cccc(-c2ccc(C)c3ccccc23)n1	i	i
S=C1SCN(CCN2CCOCC2)CN1Cc1ccccc1	i	i
COc1ccc(OCC(=O)N2CCN(C(=O)Cc3ccccc3)CC2)cc1	i	i
COCCCn1[nH]c2c3c(ccc2c1=O)C(=O)c1ccccc1C3=O	i	i
Cc1cc2cc3c(cc2nc1SCC(=O)N1CCN(C(=O)c2ccco2)CC1)OCO3	i	i
COC(=O)C1=NN(c2cccc(C)c2)C2C(=O)N(c3ccccc3OC)C(=O)C12 (centres undefined)	i	i
Cc1ccc([N+](=O)[O-])c2cccnc12	i	i
Cc1ccc(C(=O)c2ccccc2C(=O)OCC(=O)NCCc2ccc(Cl)cc2Cl)cc1	i	i
CC(C)NC(=O)C(c1ccc(F)cc1)N(C(=O)CCC(=O)Nc1ccccn1)C1CCCC1 (centres undefined)	i	i
CCNC(=S)Nc1cc(OCC)c(NC(=O)c2cccs2)cc1OCC	i	i
NC(=O)CN1C(=O)NC2(CCOc3ccccc32)C1=O (centres undefined)	i	i
Cc1cc(C)cc(NC(=O)N2CCC(NC(=O)c3ccco3)CC2)c1	i	i
O=[N+]([O-])c1ccc(CN2CCOCCOCCN(Cc3ccc([N+](=O)[O-])cc3)CCOCC2)cc1	i	i
CC1CCN(CCOc2cccc(Br)c2)CC1	i	i
Cc1cc(NC(=O)CSc2nncc(=O)n2N)no1	i	i
Cc1n[nH]c(C)c1C(=O)CC1(O)C(=O)N(CCc2ccccc2)c2ccc(Br)cc21 (centres undefined)	i	i
CCN(CC(=O)NCc1ccc(Cl)cc1)C(=O)COc1ccc(Cl)cc1Br	i	i
CC(C)C(=O)NCCc1nc(-c2ccc(Cl)cc2)no1	i	i
Cc1cc(C)c(NC2=CC(=O)CC(C)(C)C2)c(C#N)c1	i	i
O=C(N/N=C/c1ccccc1O)C1CC(=O)N(c2ccc(F)cc2)C1 (centres undefined)	i	i
O=C(CSCCS(=O)(=O)c1ccc(Cl)cc1)Nc1ccccc1	i	i
CCc1ccc(S(=O)(=O)/N=C2\C=C(Nc3ccc(C(=O)O)cc3)C(=O)c3ccccc32)cc1	i	-7.23*
CCC(=O)c1c(NC)cc(C)oc1=O	i	i
COc1ccccc1NS(=O)(=O)c1ccc(NC(=O)c2[nH]nc(OC)c2[N+](=O)[O-])cc1	i	i
COc1ccc(CCC(=O)N2CCN(C3CCCCC3)CC2)cc1	i	i
O=C(CN(Cc1ccccc1)S(=O)(=O)c1ccc(Br)cc1)N/N=C/c1ccccc1C(=O)O	i	i
CSc1ccccc1OCc1cc(C(=O)N2CCN(C)C(c3ccccc3)C2)no1 (centres undefined)	i	i
CC12CCC(C(=O)Nc3ccccc3Cl)([C@H](Br)C1=O)C2(C)C (some centres undefined)	i	i

Complete entries, quoted from the list. Screens in order: CHT allo act | CHT inh
Shown for O=[N+]([O-])c1ccc(CN2CCOCCOCCN(Cc3ccc([N+](=O)[O-])cc3)CCOCC2)cc1 → i | i
Shown for CCN(CC(=O)NCc1ccc(Cl)cc1)C(=O)COc1ccc(Cl)cc1Br → i | i
Shown for C=CCN=C1SC(CC)C(=O)N1S(=O)(=O)c1ccc(C)cc1 (centres undefined) → i | i
Shown for O=C(CSCCS(=O)(=O)c1ccc(Cl)cc1)Nc1ccccc1 → i | i

The results go on.
SMILES	CHT allo act	CHT inh
CCOC(=O)c1c(-c2ccco2)csc1N	i	i
O=C1CN(C(=O)COc2ccc(Br)cc2F)c2ccccc2N1	i	i
CCN1C(=O)[C@@H]2[C@H](C1=O)[C@@H]1C[C@H]3C(=O)N(CC)C(=O)[C@H]3[C@@H]3C1=C(C(=O)N1C(=O)OC(=NCC4CC4)[C@]31C)[C@@H]2C	i	i
CC1CCCCC1NC(=O)CCCn1c(=S)[nH]c2ccsc2c1=O (centres undefined)	i	i
COc1ccc(CC(=O)NC(c2ccccc2)c2ccc(C)cc2)c(OC)c1 (centres undefined)	i	i
OCCNC(=S)NCCc1ccccc1	i	i
O=C(NC12CC3CC(CC(C3)C1)C2)N1CCN(S(=O)(=O)c2ccc(Cl)cc2)CC1	i	i
O=C(COC(=O)c1cccs1)c1ccccc1	i	i
O=C(CN1C(=O)c2ccccc2C1=O)OC(C(=O)c1ccc(Cl)cc1)c1ccccc1 (centres undefined)	i	i
CN(C(=O)COC(=O)/C=C/c1ccc(C(F)(F)F)cc1)C1CCS(=O)(=O)C1 (centres undefined)	i	i
C#CCCOC(=O)N1C2=NC(C(=O)OC)=C(C(=O)OC)[C@@H]3N(Cc4ccccc4)c4ccccc4[C@]23C[C@H]1C(=O)OC	i	i
COc1cccc(N(CC(=O)NCCN2CCOCC2)S(=O)(=O)c2ccccc2)c1	i	i
CS(=O)(=O)N1CCN(Cc2ccc([N+](=O)[O-])cc2)CC1	i	i
CSc1nc2c(c(=O)n1-c1ccc(C)cc1)SCC2	i	i
O=C1CC(/C=C/c2ccc(Cl)cc2)=Nc2ccccc2N1	i	i
COc1ccc(/C=N/NC(=O)CNC(=O)c2ccc(S(=O)(=O)N3CCCC3)cc2)c(OC)c1	i	i
COc1ccc(/C=C2\SC(=S)N(N3CCOCC3)C2=O)c(OC)c1	i	i
O=C(CSc1nnc(SCc2ccccc2)s1)NNC(=S)Nc1ccccc1	i	i
O=S(=O)(Nc1cc(S(=O)(=O)N2CCOCC2)ccc1N1CCOCC1)c1ccc2c(c1)OCCO2	i	i
O=c1c2ccccc2oc2cc(C#CC3(O)CCCCC3)ccc12	i	i
Cc1ccc(C(=O)N2CCCC(C(=O)c3ccc(Oc4ccccc4)cc3)C2)cn1 (centres undefined)	i	i
O=C(CN1CCOc2ccccc21)NCc1ccco1	i	i
COc1cccc(NC(=S)N2CCC(N(C)CC3CCCO3)CC2)c1 (centres undefined)	i	i
O=C(COC(=O)c1ccccc1SCC(=O)N1CCCC1)Nc1ccccc1OC(F)F	i	i
COCc1cc(C)nc(SCc2ccc(Cl)cc2)c1C#N	i	i
CN(C)S(=O)(=O)c1ccc2nnn(O)c2c1	i	i
COc1cc(C(=O)Nc2ccccc2NC(=O)c2cc(OC)c(OC)c(OC)c2)cc(OC)c1OC	i	i
COc1ccc(OC)c(CCNC(=O)c2ccc(CS(=O)(=O)c3ccc(Br)cc3)o2)c1	i	i
O=C(/C=C/c1ccc(Cl)cc1)Nc1ccc(CN2CCOCC2)cc1	i	i
CCC1SC(C)C/C(=N/NC(N)=O)C1C (centres undefined)	i	i

Fetched by compound from the entries so far:
SMILES	CHT allo act	CHT inh
CC12CCC(C(=O)Nc3ccccc3Cl)([C@H](Br)C1=O)C2(C)C (some centres undefined)	i	i
COc1ccc(CC(=O)NC(c2ccccc2)c2ccc(C)cc2)c(OC)c1 (centres undefined)	i	i
CC(C)NC(=O)C(c1ccc(F)cc1)N(C(=O)CCC(=O)Nc1ccccn1)C1CCCC1 (centres undefined)	i	i
COc1cccc(N(CC(=O)NCCN2CCOCC2)S(=O)(=O)c2ccccc2)c1	i	i
O=S(=O)(Nc1cc(S(=O)(=O)N2CCOCC2)ccc1N1CCOCC1)c1ccc2c(c1)OCCO2	i	i
CCc1ccc(S(=O)(=O)/N=C2\C=C(Nc3ccc(C(=O)O)cc3)C(=O)c3ccccc32)cc1	i	-7.23*

The list continues:
SMILES	CHT allo act	CHT inh
Cc1nn(C(=O)c2ccco2)c(C)c1CN1C(=O)c2ccccc2C1=O	i	i
CC(C)CN(CCCNC(=O)CN1C(=O)CSc2ccc(S(=O)(=O)N3CCOCC3)cc21)CC(C)C	i	i
CC(C)c1ccc(NC(=O)C(=O)c2cn(CC(=O)N3CCCCC3)c3ccccc23)cc1	i	i
COc1ccc(S(=O)(=O)c2c(N)n(Cc3ccco3)c3nc4ccccc4nc23)cc1	i	i
O=C(Cn1nnc(-c2ccc(CN3CCOCC3)cc2)n1)N1CCCc2ccccc21	i	i
CC1(C)Cc2c(sc3[nH]c(=S)n(Cc4ccccc4)c(=O)c23)CO1	i	i
CC(=O)c1ccc(S(=O)(=O)N2CCCC2)cc1	i	i
O=C(CNC(=O)c1ccccc1)Nc1cccc(C(F)(F)F)c1	i	i
CN(C(=O)c1ccco1)c1nc(-c2ccccc2)cs1	i	i
NC(=O)c1oc2ccccc2c1NC(=O)c1ccc([N+](=O)[O-])o1	i	i

A different layout for part of the listing above.
Screens in order: CHT allo act	CHT inh
O=C(CNC(=O)c1ccccc1)Nc1cccc(C(F)(F)F)c1
    i	i
CN(C(=O)c1ccco1)c1nc(-c2ccccc2)cs1
    i	i

(cont.)
SMILES	CHT allo act	CHT inh
CCCn1c(SCN2C(=O)c3ccccc3C2=O)nc2cc(Cl)ccc2c1=O	i	i
O=C(c1cc2c(ccc3ccccc32)o1)N1CCCCC1	i	i
O=S(=O)(/N=C(/Nc1cccc2ccccc12)c1ccccc1)c1ccccc1	i	i
COc1ccc(S(=O)(=O)N(C)CC(=O)NC2CCCC2)cc1OC	i	i
O=C(Nc1ccc(F)cc1F)N1CCN(c2ncccn2)CC1	i	i
Cc1cc(C)cc(NC(=S)NCCc2ccc(S(N)(=O)=O)cc2)c1	i	i
CC(=O)c1c(OCC(=O)O)ccc2c(C)cc(=O)oc12	i	i
CS(=O)(=O)N(CC(=O)NCCSCc1ccccc1)c1ccccc1Br	i	i
CC(C)C1=C2CCCCC2NC(=O)N1 (centres undefined)	i	i
Cn1ccnc1Sc1ccc(/C=N/NC(=O)c2ccccc2O)cc1[N+](=O)[O-]	i	i
CCC(=O)N1COC[C@@H]1Cc1ccccc1	i	i
O=CN1Cc2[nH]c3ccccc3c2N(c2ccc(Cl)cc2)C1=O	i	i
O=c1cc(CSc2ccccn2)[nH]c(=O)[nH]1	i	i
CCCC(=O)N(Cc1cc(=O)[nH]c2ccccc12)c1ccc(C)cc1	i	i
COc1cccc(C(=O)CC(=O)C(=O)Nc2cc(OC)ccc2OC)c1	i	i
O=[N+]([O-])c1ccc(S(=O)(=O)CC2CSc3nc4ccccc4n32)cc1 (centres undefined)	i	i
CC1CC(C)CN(CC(=O)NC(c2ccccc2)c2ccccc2)C1 (centres undefined)	i	i
O=C(N/N=C/c1cccnc1)c1ccc(NC(=O)c2ccc(F)cc2)cc1	i	i
CCOC(=O)C1CCCN(C(=O)c2cc(-c3ccc(C)cc3)nc3ccccc23)C1 (centres undefined)	i	i
O=C1Nc2cc(S(=O)(=O)N3CCCC3)ccc2N2CCCC12 (centres undefined)	i	i
O=C(OCC(=O)N1CCCC1=O)c1cccc([N+](=O)[O-])c1	i	i
Cc1cc(C(=O)CSc2nnnn2C)c(C)n1-c1cccc(F)c1	i	i
O=C(N/N=C/c1c[nH]c2ccccc12)c1cc(-c2ccc3ccccc3c2)n[nH]1	i	i
Cc1cccc(CSc2ccc3nnc(-c4ccccn4)n3n2)c1	i	i
O=C(NCc1ccc2c(c1)OCO2)c1ccc(CS(=O)Cc2ccc(Cl)cc2)o1 (centres undefined)	i	i
CCn1c(SCC(=O)N(C(C)C)C(C)C)nnc1-c1cc2ccccc2cc1O	i	i
CCCCCCCCCCOC(=O)Cn1c(COc2cccc(C)c2)[n+](C)c2ccccc21	i	i
CCCN(CCO)Cc1cccc(Cl)c1	i	i
Cc1nc(NC(=O)COC(=O)CCS(=O)(=O)c2ccccc2Cl)c(Cl)cc1Cl	i	i
CCc1ccccc1NC(=O)CCS(=O)(=O)c1ccc2c(c1)CCCN2C(C)=O	i	i
CCOc1ccc(-c2cn(-c3ccc(OC)cc3)c(SC)n2)cc1	i	i
CCOC(=O)c1[nH]c(COC(=O)CCOc2ccccc2OC)c(C(=O)OCC)c1C	i	i
Cc1ccc(C(=O)N2CCc3ccccc32)o1	i	i
COc1ccc(C(C(=O)NCc2ccc(F)cc2)N(Cc2cccnc2)C(=O)c2snc(C(N)=O)c2N)cc1 (centres undefined)	i	i
CCCc1ccc(-c2c(C)sc(N)c2C#N)cc1	i	i
O=c1cc(-c2ccc(O)cc2)oc2cc(O)cc(O)c12	i	i
COc1cc(OC)cc(-c2nc(-c3cccs3)no2)c1	i	i
O=C(C1=C(O)C(=O)N(CCN2CCOCC2)C1c1ccc(Br)cc1)c1cc2ccccc2o1 (centres undefined)	i	i
Cc1ccc(S(=O)OCC(=O)Nc2cc(Cl)ccc2N2CCOCC2)cc1 (centres undefined)	i	i
O=C(COc1ccc(Cl)cc1Cl)NN=C1CCCCC1	i	i
COc1cccc(N(C(=O)CNC(=O)c2ccco2)C(C(=O)NC2CCCCC2)c2cccnc2)c1 (centres undefined)	i	i
O=C(Cn1nnc(-c2ccccc2)n1)OC1CCOC1=O (centres undefined)	i	i

Reformatted with values under each structure: 2 of the compounds above
Values in the order: CHT allo act, CHT inh
O=c1cc(-c2ccc(O)cc2)oc2cc(O)cc(O)c12
→ i, i
COc1cc(OC)cc(-c2nc(-c3cccs3)no2)c1
→ i, i
